Screening data: PubChem, several laboratories
MITF TRPM1 HTS – activators of MITF-driven TRPM1 promoter reporter, primary screen, cell-based, SK-MEL-5, luciferase, single point; activation, % at 12.5 µM; 300,000 tested, 0.75% active; SK-MEL-5 TRPM1-promoter luciferase, 24 h; % of positive control, neutral wells = 0;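 active means mean activation of at least 80% with every replicate also reaching 80%; inconclusive means mean reaches 80% but some replicate falls short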;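 further: 0% = neutral control wells and 100% = parthenolide positive control wells; values of inactives mirror those of a sister screen read the other way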
CAL PDZ FP-1 – CAL PDZ peptide-binding inhibitors, primary screen, biochemical, fluorescence polarization, Cer-tagged CAL PDZ, HTS; purified CAL PDZ, TMR-peptide fluorescence polarization, 1 h; Golgi-associated PDZ and coiled-coil motif-containing protein (Homo sapiens), Q9HD26; inhibition, % at 20 µM; 330,000 tested, 0.02% active; AID 504414, 2011;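 active means highest replicate inhibition of at least 40%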;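 further: plate controls were DMSO neutral control wells for no effect and unlabeled competitor peptide control wells for full effect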
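Read-out basis: mP drop reported as inhibition | Assay system: Tagged CAL PDZ protein CerCALP, purified | Benchmarks: Unlabelled peptide for full inhibition, DMSO wells as neutral | Schedule: 1 h incubation at room temperature before polarization reading | Buffer or medium: Sodium phosphate/NaCl buffer pH 7.4 with TCEP, IgG, Thesit | Doses: Single point, 20 µM | Measured by: Fluorescence polarization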
AddAB inh – growth inhibition of E. coli expressing H. pylori AddAB, primary screen, AddAB inhibitor project, absorbance | AID 435030, 2010 | 330,000 tested, 0.29% active | inhibition, % at 11.9 µM; in the data active means inhibition above about 12%;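 further: 0% = vehicle wells of infected cells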
phage Ecoli inh – growth loss of phage-infected E. coli, primary screen, RecBCD inhibitor project, absorbance, with phage, HTS | 360,000 tested, 0.26% active | AID 651602, 2012 | inhibition, % at 11.9 µM; in the data active means inhibition above about 11%
Tat transport – E. coli Tat export inhibitors, primary screen, MC4100, TorA-mCherry reporter, fluorescence, single point. AID 488895, 2010. inhibition, % at 10 µM. 340,000 tested, 0.036% active;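 active means mean replicate inhibition at least 50% and at least half of replicates individually reaching 50%; inconclusive means only one of the two criteria met; inactive means neither criterion met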;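 further: exported cargo escapes ClpAP degradation while cytoplasmic cargo is degraded and loses fluorescence; 0% = median of neutral control wells and 100% = median of NaSCN control wells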
SR-BI DiI-HDL act – activators of SR-BI mediated DiI-HDL uptake, primary screen, ldlA[mSR-BI] CHO cells, DiI fluorescence | 3 h; 100 = double the neutral-control signal | activation, % at 12.5 µM | 320,000 tested, 0.096% active;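 active means mean replicate activation of at least 60% and every replicate at or above 60%; inconclusive means mean or all-replicate condition met, but not both; inactive means mean below 60% and not all replicates reaching 60%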;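 further: 0% = median plate neutral-control signal and 100% = twice that signal; values of inactives mirror those of a sister screen read the other way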
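Test system: SR-BI-overexpressing, LDLR-lacking CHO cells. Measured by: DiI fluorescence, bottom read. Medium: Ham's F12 with 0.5% BSA, HEPES 25 mM, pH 7.4. Timing: 3 h uptake period with compound, 37 °C.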
CAL PDZ FP-2 – untagged CAL PDZ binding inhibitors, primary screen, biochemical, fluorescence polarization, HTS | 300,000 tested, 0.92% active | purified CAL PDZ, TMR-peptide fluorescence polarization, 1 h | Golgi-associated PDZ and coiled-coil motif-containing protein (Homo sapiens), Q9HD26 | inhibition, % at 24.9 µM | AID 602252, 2012;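 active means mean inhibition of at least 30% with at least half of replicates also reaching 30%; inconclusive means no clear call, values can overlap the other calls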;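 further: 0% = DMSO neutral control and 100% = excess unlabeled competitor peptide PRC23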
Ecoli viability – E. coli V3065 growth inhibition, primary screen, counter-screen for AddAB inhibitor project, absorbance, OD600; inhibition, % at 11.9 µM; 330,000 tested, 0.27% active; 18 h;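 active means inhibition above the campaign's mean inhibition across all tested compounds plus 3 SD, cut at about 9.9% in these data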;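 further: uninfected addAB+ strain grown without phage in ampicillin broth; 0% = DMSO wells and 100% = ciprofloxacin 0.95 µg/ml wells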
SR-BI DiI inh – inhibitors of SR-BI mediated HDL lipid uptake, primary screen, ldlA[mSR-BI] cells, fluorescence, single point | Scavenger receptor class B member 1 (Mus musculus), Q61009 | ldlA[mSR-BI] CHO cells, DiI-HDL uptake fluorescence, 3 h | inhibition, % at 12.5 µM | 320,000 tested, 0.96% active | AID 488896, 2010;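 active means mean replicate inhibition of at least 70% and a set share of replicates each scoring 70 or more; inconclusive means meets just one of the two criteria; inactive means fails both criteria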;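 further: 0% = median of neutral control wells and 100% = median of positive control wells; values of inactives mirror those of a sister screen read the other way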
Target sequence (Q61009 whole entry, looked up): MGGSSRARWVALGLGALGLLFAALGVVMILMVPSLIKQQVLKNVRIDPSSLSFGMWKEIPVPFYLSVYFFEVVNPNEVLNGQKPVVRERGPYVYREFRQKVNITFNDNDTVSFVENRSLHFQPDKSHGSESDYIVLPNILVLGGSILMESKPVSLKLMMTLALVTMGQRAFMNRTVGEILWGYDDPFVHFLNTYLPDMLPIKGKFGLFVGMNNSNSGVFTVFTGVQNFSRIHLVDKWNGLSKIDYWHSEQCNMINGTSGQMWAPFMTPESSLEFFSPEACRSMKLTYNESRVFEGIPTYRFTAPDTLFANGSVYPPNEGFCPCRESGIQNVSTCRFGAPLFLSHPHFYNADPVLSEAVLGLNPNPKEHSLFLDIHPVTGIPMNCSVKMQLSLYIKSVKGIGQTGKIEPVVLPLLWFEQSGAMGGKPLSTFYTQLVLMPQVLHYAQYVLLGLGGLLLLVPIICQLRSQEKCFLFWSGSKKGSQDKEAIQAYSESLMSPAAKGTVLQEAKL
Wnt act – Wnt/beta-catenin pathway activators, primary screen, cell-based, plate reader, single point. Wnt/beta-catenin reporter cell assay, activator. activation, % at 9.35 µM. 300,000 tested, 1.2% active; in the data active means activation above about 30%, passing the limit was not always enough; inconclusive means no clear call, values can overlap the other calls;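 further: 0% = neutral control wells and 100% = positive control wells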
* = called active by the depositor. The order is random; any-hit rate near 3.6%.

For COc1cccc(-c2ccc(C#N)c(=O)[nH]2)c1 the results were MITF TRPM1 HTS -4, CAL PDZ FP-1 -2.4, AddAB inh 0.1, phage Ecoli inh 2.5, Tat transport 0, SR-BI DiI-HDL act 22, CAL PDZ FP-2 -3, Ecoli viability 1.1, SR-BI DiI inh -22 and Wnt act -4.
c1ccc(N=Nc2cn[nH]c2-c2ccco2)cc1 was read as MITF TRPM1 HTS 5, CAL PDZ FP-1 -0.2, phage Ecoli inh 4.8, Tat transport -13, SR-BI DiI-HDL act 10, CAL PDZ FP-2 -1, SR-BI DiI inh -10 and Wnt act -1.
For COc1ccc(C(CNC(=O)CNC(=O)c2cc(OC)c(OC)c(OC)c2)N2CCOCC2)cc1 (stereo not drawn) the results were MITF TRPM1 HTS 3, CAL PDZ FP-1 -1.3, phage Ecoli inh 4.3, Tat transport 0, SR-BI DiI-HDL act 22, CAL PDZ FP-2 2, SR-BI DiI inh -22 and Wnt act -1.
`O=C(Nc1cccc(F)c1)N(Cc1ccc(Cl)cc1)CC(O)C(F)(F)F` (stereo not drawn) gave CAL PDZ FP-1 -0.6, AddAB inh 3.5, phage Ecoli inh 4.0, Tat transport 2, SR-BI DiI-HDL act -21, CAL PDZ FP-2 -2, Ecoli viability 1.6, SR-BI DiI inh 21 and Wnt act -2.
Screening COc1ccc(F)cc1C(=O)C1CCCN(Cc2cccn2-c2cccnc2)C1 (stereo not drawn) returned MITF TRPM1 HTS -9, CAL PDZ FP-1 -0.4, AddAB inh 4.7, phage Ecoli inh 2.3, Tat transport -5, Ecoli viability 2.5 and Wnt act 0.
O=C(CCc1ccccc1)Nc1cc2c(cc1Cl)OCCO2 was read as MITF TRPM1 HTS 57, CAL PDZ FP-1 -1.0, AddAB inh 1.1, phage Ecoli inh 2.8, Tat transport -2, SR-BI DiI-HDL act -27, CAL PDZ FP-2 -3, Ecoli viability 0.4 and SR-BI DiI inh 27.
For Cc1ccc(-n2c3c(cc(C(=O)O)c2=O)C(=O)CC(C)(C)C3)cc1 the results were MITF TRPM1 HTS -9, AddAB inh -0.7, phage Ecoli inh 0.3, Tat transport 6, SR-BI DiI-HDL act 30, CAL PDZ FP-2 -6, Ecoli viability -3.0, SR-BI DiI inh -30 and Wnt act 0.
Cc1[nH]c2ccc(Br)cc2c(=O)c1CN1CCCCC1 was read as MITF TRPM1 HTS 6, CAL PDZ FP-1 -1.3, AddAB inh 1.7, phage Ecoli inh 2.6, Tat transport -12, SR-BI DiI-HDL act 20, Ecoli viability -0.9, SR-BI DiI inh -20 and Wnt act -2.
`COc1ccccc1CCNC(=O)CN1C(=O)c2ccccc2S1(=O)=O` gave MITF TRPM1 HTS 2, CAL PDZ FP-1 -2.1, AddAB inh 2.0, phage Ecoli inh 5.3, Tat transport 6, SR-BI DiI-HDL act 9, CAL PDZ FP-2 -5, Ecoli viability 1.1, SR-BI DiI inh -9 and Wnt act -1.
O=c1c2c3c(sc2nc2n1CCCC2)CCC3 was read as MITF TRPM1 HTS 3, CAL PDZ FP-1 -2.5, AddAB inh 0.6, phage Ecoli inh 1.4, Tat transport 1, SR-BI DiI-HDL act 31, CAL PDZ FP-2 -5, Ecoli viability 0.7 and SR-BI DiI inh -31.
Nc1nc(NC(=O)/C=C/c2ccc(F)cc2)nn1-c1ccccc1 was read as CAL PDZ FP-1 -1.5, AddAB inh -5.8, phage Ecoli inh -2.6, Tat transport 19, SR-BI DiI-HDL act -3, CAL PDZ FP-2 0, Ecoli viability -3.2, SR-BI DiI inh 3 and Wnt act -1.
Screening Cc1sc(NC(=O)c2ccco2)c(C(c2cccnc2)N2CCN(CCO)CC2)c1C (stereo not drawn) returned MITF TRPM1 HTS -12, CAL PDZ FP-1 -0.3, AddAB inh 1.9, phage Ecoli inh 2.0, Tat transport -1, SR-BI DiI-HDL act 3, Ecoli viability -2.8, SR-BI DiI inh -3 and Wnt act 0.
O=C(COC(=O)c1cccc(Cl)c1Cl)NCCN1C(=O)CSC1=O was read as MITF TRPM1 HTS -6, CAL PDZ FP-1 0.2, AddAB inh 2.3, phage Ecoli inh 2.8, Tat transport -3, SR-BI DiI-HDL act 31, CAL PDZ FP-2 0, Ecoli viability 1.0, SR-BI DiI inh -31 and Wnt act -2.
`Cc1ccc(C(=O)N2C(=S)C(c3ccc(F)cc3)=NC23CCN(C)CC3)cc1` gave MITF TRPM1 HTS -50, CAL PDZ FP-1 0.0, AddAB inh 4.5, phage Ecoli inh 5.0, Tat transport -3, SR-BI DiI-HDL act 20, CAL PDZ FP-2 -3, Ecoli viability -0.9, SR-BI DiI inh -20 and Wnt act 1.
`CC(=O)Nc1cc[n+](C(C)C(=O)c2ccccc2)cc1` (stereo not drawn) gave CAL PDZ FP-1 -0.2, AddAB inh 1.3, phage Ecoli inh 4.1, Tat transport 2, SR-BI DiI-HDL act 17, CAL PDZ FP-2 -3, Ecoli viability 2.7, SR-BI DiI inh -17 and Wnt act 0.
For CCCOC(=O)c1cccc(NC(=O)C(C)(C)C)c1 the results were MITF TRPM1 HTS 10, CAL PDZ FP-1 -0.9, AddAB inh 1.3, phage Ecoli inh 1.9, Tat transport -12, SR-BI DiI-HDL act 12, CAL PDZ FP-2 0, Ecoli viability 1.4, SR-BI DiI inh -12 and Wnt act 5.
`CN1CCN(c2ccccc2/C=C2/C(=O)Nc3ccccc32)CC1` gave MITF TRPM1 HTS 2, CAL PDZ FP-1 -0.9, AddAB inh 1.3, phage Ecoli inh 3.9, Tat transport 0, SR-BI DiI-HDL act 5, CAL PDZ FP-2 -7, Ecoli viability 0.0, SR-BI DiI inh -5 and Wnt act -1.
CCN(C(=O)COC(=O)c1ccc(Cl)c(S(=O)(=O)N2CCCCC2)c1)C1CCS(=O)(=O)C1 (stereo not drawn) was read as MITF TRPM1 HTS -3, CAL PDZ FP-1 1.4, AddAB inh 4.2, phage Ecoli inh 1.8, Tat transport -2, SR-BI DiI-HDL act -31, CAL PDZ FP-2 -2, Ecoli viability 2.6, SR-BI DiI inh 31 and Wnt act -2.
For O=S(=O)(Nc1ccn(-c2ccccc2)n1)c1ccc(Br)cc1 the results were MITF TRPM1 HTS 10, CAL PDZ FP-1 -2.5, AddAB inh 3.4, phage Ecoli inh 3.0, Tat transport -2, SR-BI DiI-HDL act -13, CAL PDZ FP-2 -3, Ecoli viability 3.2, SR-BI DiI inh 13 and Wnt act 3.
`CN(Cc1cccc(F)c1)C(=O)c1ccccc1Sc1ccccc1C#N` gave MITF TRPM1 HTS -3, CAL PDZ FP-1 -3.5, AddAB inh 2.0, phage Ecoli inh 1.6, Tat transport -1, SR-BI DiI-HDL act -71, CAL PDZ FP-2 -1, Ecoli viability 0.0, SR-BI DiI inh inconclusive and Wnt act 1.
Screening COc1ccccc1NC(=O)COC(=O)c1[nH]c(=O)[nH]c(=O)c1N returned MITF TRPM1 HTS 9, CAL PDZ FP-1 0.6, AddAB inh 1.5, phage Ecoli inh 0.5, Tat transport 2, SR-BI DiI-HDL act 9, CAL PDZ FP-2 -1, Ecoli viability -2.4, SR-BI DiI inh -9 and Wnt act -3.
For COc1ccc(CN2CCCCCC2)cc1Br the results were CAL PDZ FP-1 -0.1, AddAB inh 4.0, phage Ecoli inh 3.0, Tat transport -4, SR-BI DiI-HDL act -5, CAL PDZ FP-2 11, Ecoli viability 1.6, SR-BI DiI inh 5 and Wnt act -1.
Oc1ccccc1N1CCN(C(c2ccccc2)c2ccccc2)CC1 was read as MITF TRPM1 HTS 10, CAL PDZ FP-1 -2.8, AddAB inh 1.1, phage Ecoli inh 3.3, Tat transport -2, CAL PDZ FP-2 -4, Ecoli viability -1.1 and Wnt act -1.
Screening Cn1c(=O)c(=O)n(C)c2cc(S(=O)(=O)NCCc3ccccc3)ccc21 returned MITF TRPM1 HTS -4, CAL PDZ FP-1 0.3, AddAB inh 0.6, phage Ecoli inh 1.7, Tat transport -1, SR-BI DiI-HDL act 34, CAL PDZ FP-2 -1, Ecoli viability 0.8, SR-BI DiI inh -34 and Wnt act 1.
O=C(Nc1cc2c(cc1Cl)OCCCO2)c1ccco1 was read as MITF TRPM1 HTS 67, CAL PDZ FP-1 -3.1, AddAB inh 3.6, phage Ecoli inh 4.5, Tat transport 28, SR-BI DiI-HDL act -12, CAL PDZ FP-2 -2, Ecoli viability -0.5 and SR-BI DiI inh 12.
For CCOC1=CC(=O)OC(c2ccccc2)C1 (stereo not drawn) the results were MITF TRPM1 HTS 18, CAL PDZ FP-1 -0.6, phage Ecoli inh 2.9, Tat transport -11, SR-BI DiI-HDL act 10, CAL PDZ FP-2 5, SR-BI DiI inh -10 and Wnt act -2.
`Cc1ccccc1C(=O)Nc1nnc(SCC(=O)NC2CC2)s1` gave MITF TRPM1 HTS 10, CAL PDZ FP-1 13, AddAB inh 0.3, phage Ecoli inh -3.2, Tat transport 1, SR-BI DiI-HDL act 6, CAL PDZ FP-2 -3, Ecoli viability 2.0, SR-BI DiI inh -6 and Wnt act 18.
Screening CC(C)c1ccc(C2(C)NC(=O)N(CC(=O)NC3(C#N)CCCC3)C2=O)cc1 (stereo not drawn) returned MITF TRPM1 HTS -1, CAL PDZ FP-1 0.1, AddAB inh 3.4, phage Ecoli inh -1.6, Tat transport 2, SR-BI DiI-HDL act 36, CAL PDZ FP-2 -1, Ecoli viability -4.6, SR-BI DiI inh -36 and Wnt act -3.
Screening O=C(CN(C(=O)CCC(=O)Nc1nccs1)c1cccc(F)c1)NCC1CCCO1 (stereo not drawn) returned MITF TRPM1 HTS -6, CAL PDZ FP-1 -1.5, AddAB inh 2.7, phage Ecoli inh 2.6, Tat transport -5, SR-BI DiI-HDL act 1, CAL PDZ FP-2 -2, Ecoli viability -0.7 and SR-BI DiI inh -1.
COc1cccc(-n2nnnc2SCC(=O)NCc2ccc3c(c2)OCO3)c1 was read as MITF TRPM1 HTS 4, CAL PDZ FP-1 -2.2, AddAB inh 4.3, phage Ecoli inh 0.7, Tat transport -8, SR-BI DiI-HDL act 0, CAL PDZ FP-2 -2, Ecoli viability 2.0, SR-BI DiI inh 0 and Wnt act 0.
Cc1nn(CCC#N)c2nc(-c3ccccc3)cc(C(F)(F)F)c12 was read as MITF TRPM1 HTS 7, CAL PDZ FP-1 -1.3, AddAB inh 0.8, phage Ecoli inh 0.6, Tat transport -3, SR-BI DiI-HDL act -23, CAL PDZ FP-2 -4, Ecoli viability -0.9, SR-BI DiI inh 23 and Wnt act -5.
